PLCb3 inh: human PLC-beta3 inhibitors, primary screen, biochemical, fluorescence; 1-phosphatidylinositol 4,5-bisphosphate phosphodiesterase beta-3 (Homo sapiens), Q01970; inhibition, % at 12.2 µM; Purified PLC-beta3, fluorogenic substrate; 0.18% of 370,000 active; in the data active = inhibition above about 11%;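 note: 0% = median of compound wells on plate and 100% = full blocker control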
SIAE primary: human SIAE inhibitors, primary screen, biochemical, fluorescence polarization, FP-Rh probe, 1536-well HTS; 0.69% of 370,000 active; SIAE FP-Rh probe binding; inhibition, % at 9.66 µM; Sialate O-acetylesterase (Homo sapiens), Q9HAT2;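 active = inhibition above a cutoff: mean of compounds within the control limits plus 3 SD of those, cut at about 17% in these data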;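 note: 0% = plate median of compound wells and 100% = probe without SIAE protein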
ARFGAP1 inh: inhibitors of rat ARFGAP1 GAP activity, primary screen, biochemical, fluorescence polarization, GDP tracer. 0.26% of 360,000 active. inhibition, % at 16.5 µM. Arfgap1-stimulated ARF1 GTP hydrolysis, GDP FP detection. ADP-ribosylation factor GTPase-activating protein 1 (Rattus norvegicus), Q62848;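 active = inhibition above a per-plate limit, mean inhibition of low control wells plus 3 SD, cut at about 25% in these data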;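 note: 0% = DMSO wells with enzyme and 100% = wells lacking Arfgap1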
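Material – truncated rat Arfgap1 GAP domain · Buffer or medium – HEPES-based buffer, pH 7.5 · Reagent – human ARF1(Δ1-17)-GTP substrate · Dosing – 16.5 µM single point, 1.26% DMSO · Schedule – GTP hydrolysis reaction 2 h at 25 °C · Technique – GDP detection by fluorescence polarization · Benchmarks – No-Arfgap1 wells (100%) versus DMSO full-reaction wells (0%) · Repeats – single replicate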
ADAM17 inh: ADAM17 inhibitors, primary screen, biochemical, QFRET. inhibition, % at 6.95 µM. recombinant ADAM17, EDANS/DABCYL FRET peptide cleavage. 0.83% of 370,000 active;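 active = inhibition above the mean of compounds lying between control limits plus 3 SD, set per campaign, cut at about 8.5% in these data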;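 note: 0% = DMSO-only wells as the low control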
DDE Tn6 FP inh: inhibitors of Tn6 peptide binding to fibrin DD(E), primary screen, biochemical, fluorescence polarization, human fibrin, Tn6 probe; Fibrin DD(E) TRITC-Tn6 fluorescence polarization displacement; inhibition, % at 8.3 µM; 0.21% of 370,000 active;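 active = inhibition above a per-campaign cutoff: mean of compounds within control limits plus 3 SD, cut at about 15% in these data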;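 note: 0% = median of all compound wells on the plate and 100% = blocking peptide control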
TDP2 inh: human TDP2 enzyme inhibitors, primary screen, biochemical, epi absorbance, recombinant enzyme; T5PNP hydrolysis, p-nitrophenol absorbance 415 nm; AID 720702, 2013; Tyrosyl-DNA phosphodiesterase 2 (Homo sapiens), O95551; 0.34% of 370,000 active; inhibition, % at 12.8 µM;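 active = inhibition above the mean of all tested compounds plus 3 SD, set per campaign, cut at about 25% in these data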;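 note: 0% = DMSO with enzyme and 100% = buffer with substrate but no TDP2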
Target sequence (O95551 whole entry, looked up): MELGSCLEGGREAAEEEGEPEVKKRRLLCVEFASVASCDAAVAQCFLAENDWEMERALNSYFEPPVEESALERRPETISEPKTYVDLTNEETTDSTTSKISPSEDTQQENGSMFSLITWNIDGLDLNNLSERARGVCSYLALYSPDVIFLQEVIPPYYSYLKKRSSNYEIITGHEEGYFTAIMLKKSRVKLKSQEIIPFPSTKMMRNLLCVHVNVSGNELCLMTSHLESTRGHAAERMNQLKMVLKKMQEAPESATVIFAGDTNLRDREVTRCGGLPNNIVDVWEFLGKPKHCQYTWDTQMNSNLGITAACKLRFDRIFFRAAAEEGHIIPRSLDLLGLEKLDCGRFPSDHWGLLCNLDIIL
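System: recombinant human TDP2 / Amount: 120 nM TDP2 per well / Also added: 5 mM T5PNP chromogenic substrate / Doses: 12.8 µM single point, 1% DMSO / Incubation: 2 h at 37 °C / Detection: p-Nitrophenol epi absorbance / Evaluation: % inhibition relative to enzyme-containing and enzyme-free wells / Repeats: singlicate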
DDE Tn7 FP inh: inhibitors of Tn7 peptide binding to fibrin DD(E), primary screen, biochemical, fluorescence polarization, human fibrin, Tn7 probe; Fibrinogen beta chain (Homo sapiens), P02675; FP displacement of FITC-Tn7 peptide from fibrin DD(E); 0% = median of compound wells per plate; inhibition, % at 8.3 µM; 0.13% of 370,000 active; AID 720508, 2013;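 active = inhibition above the mean of compounds falling within the control limits plus 3 SD of them, cut at about 14% in these data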;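 note: 0% = plate median of compound wells and 100% = 10 µM Aha-Tn7 peptide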
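Assay system: Fibrin-DD(E) protein isolated from polymerized human fibrin clots; read-out basis: percent inhibition; medium: Tris/NaCl/CaCl2 buffer, pH 7.8; signal: FP measurement; incubation: 10 min plus 3 h, room temperature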
ASAP1 GAP inh: inhibitors of human ASAP1 ArfGAP activity, primary screen, biochemical, fluorescence polarization; Arf-GAP with SH3 domain, ANK repeat and PH domain-containing protein 1 (Homo sapiens), …; ASAP1-stimulated ARF1 GTP hydrolysis, GDP FP detection; inhibition, % at 16.5 µM; 0.19% of 360,000 active; in the data active = inhibition above about 25%;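 note: 0% = vehicle with enzyme and substrate and 100% = no enzyme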
ADAM10 inh: human ADAM10 inhibitors, primary screen, biochemical, QFRET, HTS; inhibition, % at 7 µM; 0.62% of 370,000 active; recombinant ADAM10, EDANS/DABCYL FRET peptide cleavage, 3 h; Disintegrin and metalloproteinase domain-containing protein 10 (Homo sapiens), O14672;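 active = inhibition above a per-campaign cutoff equal to the mean of compounds falling between control-based bounds plus 3 SD, cut at about 20% in these data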;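 note: 0% = DMSO wells while the 100% control is not disclosed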
Target sequence (O14672 214-748 limits assumed): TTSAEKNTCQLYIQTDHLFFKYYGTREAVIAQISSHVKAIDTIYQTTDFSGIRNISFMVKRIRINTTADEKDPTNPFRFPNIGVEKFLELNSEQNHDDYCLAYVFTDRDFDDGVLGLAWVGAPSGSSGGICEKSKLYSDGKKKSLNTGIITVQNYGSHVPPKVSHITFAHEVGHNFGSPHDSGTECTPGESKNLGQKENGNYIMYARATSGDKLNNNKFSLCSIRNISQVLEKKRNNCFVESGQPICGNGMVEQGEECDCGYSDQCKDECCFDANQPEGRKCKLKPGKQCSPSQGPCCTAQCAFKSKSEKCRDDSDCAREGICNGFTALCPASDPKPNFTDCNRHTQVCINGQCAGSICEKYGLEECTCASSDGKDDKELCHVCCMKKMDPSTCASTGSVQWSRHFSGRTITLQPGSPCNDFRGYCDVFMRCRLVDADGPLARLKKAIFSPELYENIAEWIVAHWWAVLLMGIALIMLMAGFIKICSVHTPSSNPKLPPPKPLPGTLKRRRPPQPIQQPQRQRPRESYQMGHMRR
PLC-gamma1 inh: PLC-gamma1 enzyme inhibitors, primary screen, biochemical, fluorescence, purified enzyme; 1-phosphatidylinositol 4,5-bisphosphate phosphodiesterase gamma-1 (Homo sapiens), P19174; fluorogenic substrate; inhibition, % at 12.2 µM; 0.84% of 370,000 active; in the data active = inhibition above about 9.5%
The depositor's hits bear a star; . = not tested or not shown; & = joins results of further samples.

cpd	DDE Tn6 FP inh	TDP2 inh	molecule	ADAM10 inh	ADAM17 inh	SIAE primary	DDE Tn7 FP inh	PLCb3 inh	ASAP1 GAP inh	ARFGAP1 inh	PLC-gamma1 inh
1	6	9	CCC(Sc1nc(N)c(NC(=O)c2ccc(OC)cc2)c(=O)[nH]1)C(=O)O (stereo not given)	-4	-1	0	4	1	7	-10	0
2	14	-1	Cc1ccc(NC(=O)c2ccccc2F)c(NC(=O)c2ccccc2F)c1	-3	-2	-6	1	-9	4	8	-1
3	-2	-4	Cc1cccc(NCCC(=O)c2ccc([N+](=O)[O-])cc2)c1C	4	-1	0	-4	-1	9	4	3
4	7	11	OCCC1CN(Cc2cccn2-c2nccs2)CCN1C1CCCCC1 (stereo not given)	0	-1	2	3	0	-5	-3	-1
5	-3	-6	O=C(CNC(=O)c1sc2ccccc2c1Cl)Nc1ccccc1F	-12	-1	-4	-1	-5	1	7	2
6	3	7	O=C(CN1CCN(S(=O)(=O)N2CCCCC2)CC1)Nc1cc(Cl)ccc1Cl	3	-2	6	-3	-6	-4	-12	3
7	0	0	O=c1c2cccnc2n(-c2ccccc2)n1Cc1c(Cl)cccc1Cl	-2	-5	-4	3	-1	-4	-6	-3
8	-3	-8	COc1ccc(CCCNC(=O)C2Cc3c(-c4cccc(NC(C)=O)c4)ccnc3O2)cc1 (stereo not given)	13	2	2	7	5	-20	-6	5
9	-5&1	11&6	Cc1cc(C)n(CCCNCC(O)c2ccccc2)n1 (stereo not given)	-6&-7	-2&-4	0&-2	-6&4	-6&0	-7&15	15&10	2&3
10	4	9	CCOC(=O)c1cc2c(ccn2C)n1CC(=O)N1C(C)CCCC1C (stereo not given)	-3	-4	3	10	-8	5	5	-4
11	9	0	COc1ccc(/C=N/Nc2ccc(C(=O)O)cc2)cc1OC	-7	-5	5	5	-19	-11	-4	-8
12	-9	4	c1cncc(-c2csc(NCc3ccco3)n2)c1	7	-5	5	-6	0	1	13	1
13	-4	-7	COc1ccc2[nH]c(C(=O)O)c(NS(=O)(=O)c3ccc(Cl)s3)c2c1	-14	2	8	-6	-2	-11	4	-5
14	9	6	CC1=C(C#N)c2nc(N)c(C#N)c(C)c2/C1=C\c1ccc(-c2ccccc2C(=O)O)o1	-42	-16	11	-2	-63	-3	1	-56
15	-3	0	O=C1NC[C@@H](c2ccccc2)OC(=O)[C@H](Cc2ccc(F)cc2)CC/C=C/C[C@H]1CC(=O)N(CCO)Cc1ccccc1	14	-3	0	1	-2	11	5	0
16	8	-3	COc1ccc(/C=N/NC(=O)CCNc2n[nH]c(=O)[nH]c2=O)c(OC)c1	4	1	3	-6	1	-10	6	3
17	2	2	O=C(CSc1nnnn1-c1cccnc1)Nc1ccc(F)cc1F	-7	-1	2	-6	0	-3	5	1
18	-1	1	O=c1c(-c2ccnn2-c2cccc(Cl)c2)cnc2n1CCS2	-19	-5	-3	12	-9	8	-4	-5
19	-3	-3	Cc1ccc(C(=O)NNC(=O)C2CCN(c3nc(C)cc(C)n3)CC2)cc1	-28	-11	-1	-2	-7	10	-8	-4
20	1	-1	C[C@H]1CN=C(Nc2ccccc2)N1CCCC1CCCC1	-7	-2	-7	1	2	-15	0	0
21	0	12	CN1/C(=C\C=N\O)C(C)(C)c2ccccc21	6	1	5	-1	-1	3	-1	0
22	-2	-7	CCOP(=O)(OCC)c1nc(-c2ccccc2)oc1NCc1ccccc1	-370	-105	-8	5	-89	-4	-10	-67
23	-4	14	CCOC(=O)N1CCN(C(=O)C2CCN(S(=O)(=O)c3cc(C)ccc3OC)CC2)CC1	-6	-4	-2	9	-1	2	0	1
24	2	6	COc1ccccc1C(=O)NC(=O)CSc1nc2nc(C)cc(C)n2n1	-13	-6	-1	2	-5	-18	1	1
25	1	1	COc1ccccc1Cc1c(C(C)(C)C)nc2c3ccccc3ccn12	-54	-13	2	3	-88	-7	17	-67
26	-2	6	COc1cccc(CC(=O)Nc2ccc(S(=O)(=O)Nc3nccs3)cc2)c1	1	-1	-1	-7	2	-2	0	3
27	5	-4	N#C/C(=C\c1ccc2c(c1)OCO2)C(N)=S	-12	-2	11	4	-26	4	4	-13
28	0	-2	O=C(O)Cn1ccc2cc(S(=O)(=O)N3CCCCCC3)ccc21	-8	0	-14	-2	-6	-1	7	1
29	-1	-3	C=CCOC(=O)C(C#N)c1nc2ccccc2nc1N1CCCC1 (stereo not given)	-134	-48	1	-5	-86	21	-7	-79
30	-13	9	Cc1ccc(C(=O)N2CCCCC2)cc1S(=O)(=O)N1CCCCCC1	-1	-3	3	3	-6	5	5	0

As entered above.
Reading for cpd 11 in PLC-gamma1 inh: -8
Reading for cpd 1 in PLC-gamma1 inh: 0

(listing goes on)
cpd	DDE Tn6 FP inh	TDP2 inh	molecule	ADAM10 inh	ADAM17 inh	SIAE primary	DDE Tn7 FP inh	PLCb3 inh	ASAP1 GAP inh	ARFGAP1 inh	PLC-gamma1 inh
31	-7	-7	CC(=O)Nc1ccc(-c2ccnc3c2CC(C(=O)Nc2cccc(Oc4ccccc4)c2)O3)cc1 (stereo not given)	5	3	-81	-4	-1	7	5	-1
32	-3	-11	COc1ccc(CCNC(=O)Cn2c(=O)[nH]c3ccsc3c2=O)cc1OC	1	-4	1	0	-7	-9	-7	-2
33	6	4	COC(=O)C1CCN(Cc2nnc(-c3ccccc3)o2)CC1	2	-5	1	7	-5	-5	-3	3
34	4	-7	CCN(CC)S(=O)(=O)c1cc(-c2nnc(-c3ccc(Br)cc3)o2)ccc1Br	-13	-1	-3	-2	0	8	6	1
35	-7	8	Cc1ccccc1NC(=O)CSc1nnc(CNC(=O)c2ccco2)n1C	3	1	-3	0	-2	-5	-2	2
36	-3	-11	CCc1ccc(NC(=O)COc2ccc(F)cc2C(=O)c2cnn(-c3ccccc3)c2)cc1	-8	-7	-1	-4	-5	-10	-13	0
37	3	-1	O=C(COC(=O)c1cnccn1)Nc1ccc(Cl)cc1C(F)(F)F	-3	-3	-7	0	-8	3	4	-7
38	9	3	COc1ccc(NC(=O)[C@@H]2O[C@H](CO)[C@H](O)[C@H](O)[C@H]2O)cc1F	-11	-2	2	5	1	-2	-10	2
39	-2	5	COc1ccccc1-n1c(SCC(N)=O)nc2c(c1=O)SCC2	-5	-1	2	-6	4	13	5	0
40	-9	5	O=C(Nc1nc2ccsc2c(=O)s1)c1ccc(F)cc1Cl	7	-1	-3	-6	-59	9	-1	0
41	2	-8	Cc1ccc(OCC(=O)O/N=C(\N)c2cccnc2)cc1	-8	-3	1	6	-7	-12	2	1
42	2	5	C=CCNC(=O)NC(=O)COC(=O)c1nc2nccc(C)n2n1	0	-3	5	0	0	-3	6	-2
43	-12	-8	O=C(NC(NC(=S)Nc1cccc(Cl)c1)C(Cl)(Cl)Cl)OCc1ccccc1 (stereo not given)	28*	10*	-19	-6	2	7	5	0
44	5	1	COc1cccc(-c2cccc(NC(=O)C3CCN(Cc4cccc(C)n4)CC3)c2)c1	-14	-4	-4	2	-7	7	-5	-2
45	-2	-2	N#Cc1ccc(/C=C2\CC3(OC(=O)c4cccc(F)c4)CCCN2C3)cc1 (stereo not given)	1	0	1	0	5	.	.	3
46	-1	17	CCN(CC(=O)Nc1ccccc1-c1ccccc1)Cc1nc2ccccc2c(=O)[nH]1	4	-1	0	-1	-6	-8	-10	-1
47	-7	6	Cn1c(=O)c2c(nc(SCC(=O)NCC3CCCO3)n2C)n(C)c1=O (stereo not given)	-8	-2	8	2	3	-11	-3	0
48	2	-6	C[C@H](CO)N1C[C@H](C)[C@H](CN(C)S(=O)(=O)c2ccc(F)cc2)Oc2ncc(Br)cc2C1=O	-1	-1	8	1	2	4	-4	-1
49	8	4	CC(=O)c1ccc(OCCCC(=O)Nc2cc(S(=O)(=O)N(C)C)ccc2C)cc1	0	-2	-6	0	2	-10	-9	2
50	-1	-6	Cn1ccnc1C(O)(c1nnc(-c2ccccc2)o1)C(F)(F)F (stereo not given)	-9	-3	1	3	-1	-7	-6	-2
51	3	-7	O=C(COC(=O)c1cccs1)NCCC1=CCCCC1	10	-1	1	-3	2	6	-7	6

Entries by screen from the list.
PLC-gamma1 inh for entries 45–48 → 3, -1, 0, -1

In a second layout: results already given.
38: COc1ccc(NC(=O)[C@@H]2O[C@H](CO)[C@H](O)[C@H](O)[C@H]2O)cc1F
48: C[C@H](CO)N1C[C@H](C)[C@H](CN(C)S(=O)(=O)c2ccc(F)cc2)Oc2ncc(Br)cc2C1=O

assay / compound | 38 | 48
DDE Tn6 FP inh | 9 | 2
TDP2 inh | 3 | -6
ADAM10 inh | -11 | -1
ADAM17 inh | -2 | -1
SIAE primary | 2 | 8
DDE Tn7 FP inh | 5 | 1
PLCb3 inh | 1 | 2
ASAP1 GAP inh | -2 | 4
ARFGAP1 inh | -10 | -4
PLC-gamma1 inh | 2 | -1

Source: PubChem BioAssay
